# Source: PubChem (several laboratories)
# KKLEB tox – counter-screen for CF NF-kB inhibitors: cytotoxicity | KKLEB CF airway cells viability, ATPlite luminescence, overnight; hits give low values; cells stimulated with P. aeruginosa culture filtrate | activity change (cytotoxicity), % at 5 µM | hit rate 0.36% among 360,000 | AID 602141;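 active = corrected activity change at or below -50% at 5 µM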
# TRAIL sens C8 – sensitizes caspase-8 expressing cells to TRAIL. hit rate 1% among 360,000. NB7+C8 cells + TRAIL, ATPlite viability luminescence. inhibition (viability loss, TRAIL sensitization), % at 10 µM. AID 624354;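 active = compounds causing at least 50% loss of cell viability in the single-dose screen, relative to plate controls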
# MITF TRPM1 inh – reduces MITF-dependent TRPM1 promoter luciferase signal | SK-MEL-5 TRPM1 promoter luciferase, 24 h | inhibition, % at 12.5 µM | hit rate 0.83% among 330,000 | AID 488899;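 active = mean inhibition across replicates of 60% or more, whatever share of single replicates reaches that level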; also: values of inactives mirror those of a sister screen read the other way
# HIF-2a block – HIF-2a inhibition; AID 624352; hit rate 0.72% among 360,000; inhibition, % at 18.8 µM; 786-0 RCC cells HIF-2a reporter, luciferase luminescence, overnight;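 active = inhibition of the luminescence signal of 40% or more relative to plate controls, in a single-dose primary screen at 18.75 µM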
# CF NFkB inh – cystic fibrosis NF-kB activation inhibition; hit rate 0.86% among 360,000; KKLEB NF-kB-GFP reporter, PAF-induced, GFP fluorescence overnight; inhibition, % at 5 µM;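 active = at least 50% inhibition at 5 µM, scaled per plate between neutral and stimulator controls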;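 also: PAF is a Pseudomonas aeruginosa culture filtrate used as stimulus; plate controls were PAF-stimulated DMSO wells for no effect and unstimulated DMSO wells for full effect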
# Peg3 promoter – Peg3 promoter activity inhibition | HeLa PEG-Prom luciferase reporter, luminescence, overnight | inhibition, % at 20 µM | hit rate 1.7% among 360,000 | AID 588405;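 active = inhibition of at least 50% at 20 µM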
# NR2E3 ag-1 – NR2E3 (human) agonism. Q9Y5X4. AID 2300. hit rate 0.12% among 320,000. inhibition of corepressor binding, % at 4.78 µM. GST-NR2E3/biotin-RetCOR TR-FRET, 1536-well;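 active = percent inhibition above the cutoff of mean plus 3 SD of all tested compounds, set per screening campaign, cut at about 20% in these data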;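 also: 0% = DMSO wells and 100% = biotin wells as full block of FRET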
# Target sequence (Q9Y5X4 whole entry, looked up): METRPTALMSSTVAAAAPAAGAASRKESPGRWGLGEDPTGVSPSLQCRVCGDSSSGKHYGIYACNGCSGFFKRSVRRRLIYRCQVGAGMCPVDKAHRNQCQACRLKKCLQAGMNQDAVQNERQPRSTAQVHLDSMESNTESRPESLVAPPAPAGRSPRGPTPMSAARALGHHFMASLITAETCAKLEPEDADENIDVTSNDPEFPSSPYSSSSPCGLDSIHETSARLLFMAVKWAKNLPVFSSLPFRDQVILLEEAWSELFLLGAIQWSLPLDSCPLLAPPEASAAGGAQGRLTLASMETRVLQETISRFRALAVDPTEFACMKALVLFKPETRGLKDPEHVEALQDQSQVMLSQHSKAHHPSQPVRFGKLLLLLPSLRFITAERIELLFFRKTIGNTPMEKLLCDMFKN
#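 Format: 1536-well format; test system: GST-NR2E3 and biotin-RetCOR proteins; read-out basis: percent inhibition of TR-FRET ratio; timing: 5 h incubation at 4 °C; detection: time-resolved FRET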
# NR2E3 ag-2 – agonists of human NR2E3 nuclear receptor | Q9Y5X4 | CHO-S Gal4-NCOR/VP16-NR2E3 two-hybrid, luciferase | inhibition of corepressor binding, % at 3.98 µM | hit rate 0.35% among 360,000 | AID 602229;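 active = inhibition above the mean of all tested compounds plus 3 SD, cut at about 70% in these data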;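 also: 0% = DMSO with NR2E3 transfected cells and 100% = cells lacking NR2E3 construct; higher means lower luciferase signal from less NR2E3 corepressor binding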
# LMP1 NFkB inh – reduces LMP1-driven NF-kappaB luciferase signal; inhibition, % at 12.5 µM; LMP1-induced NF-kappaB luciferase reporter cells, luminescence; hit rate 0.69% among 350,000; in the data active = inhibition above about 41%;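 also: 0% = neutral control wells and 100% = reference inhibitor control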
# iPSC survival up – increases survival of single human iPS cells. survival enhancement, % at 20 µM. hit rate 0.044% among 360,000. AID 602274. hiPSC single-cell survival, ATPlite luminescence; 100% = ROCK inhibitor wells, 0% = DMSO; in the data active = survival enhancement above about 18%;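 also: cells exposed to compounds for 16 hours before the ATP read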
# Shn3 inh set2 – inhibitors of Schnurri-3 3'UTR reporter in osteoblasts. Clone20 osteoblast Shn3 3'UTR firefly luciferase, 24 h. inhibition, % at 12.5 µM. hit rate 0.52% among 360,000. AID 588674;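 active = mean inhibition of at least 75% with every replicate also reaching 75%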;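 also: 0% = median of neutral control wells and 100% = pilot-screen positive control compound; some compounds past the cut are filed as inactive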
# Numbers without * were called inactive; x = no result given.
compound	KKLEB tox	TRAIL sens C8	MITF TRPM1 inh	HIF-2a block	CF NFkB inh	Peg3 promoter	NR2E3 ag-1	NR2E3 ag-2	LMP1 NFkB inh	iPSC survival up	Shn3 inh set2
COc1cc(NC(=S)N2CCN(C(=O)C3CCCO3)CC2)c(OC)cc1Cl (stereo not given)	6	-6	12	14	2	-1	-1	-2	0	0.7	-11
CCCn1c(SC(C(=O)Nc2cccc(OC)c2)c2ccccc2)nc2ccccc2c1=O (stereo not given)	-1	3	5	10	-1	7	-4	-10	-3	2.5	-19
Cc1ccc(S(=O)(=O)N2CCC(C(=O)C3C(=O)CC(C)(C)CC3=O)CC2)cc1	7	-7	-10	15	8	-7	2	-2	1	0.3	-5
CCOCCCNC(=O)C(c1ccc(Cl)cc1)N1CCN(c2ccccc2)CC1 (stereo not given)	9	1	x	10	-74	-52	3	28	-10	-2.0	-5
N#CC(c1ccccc1)C(CC(=NO)c1ccccc1)c1ccccc1 (stereo not given)	-5	16	x	12	2	28	x	9	6	-2.8	25
CCOC(=O)c1cnc(SCCc2ccccc2)nc1N	-6	11	-94	-268	6	-363	-1	-178	-66	-0.5	-111
CC1CN(C(=O)Nc2ccc3c(c2)OCO3)CC(C)O1 (stereo not given)	1	-5	-27	-141	6	-141	0	-50	-22	-0.7	-44
CCC(Oc1ccccc1)C(=O)Nc1ccc(S(=O)(=O)N2CCOCC2)cc1 (stereo not given)	-10	-5	11	9	-2	17	0	-2	-4	-0.9	5
COc1ccc2cc(C(=O)NCCc3ccccc3)[nH]c2c1	3	5	-81	-112	10	-98	x	-131	3	-0.2	-53
CC(C)Cc1nnc(NC(=O)CCC(=O)N2CCN(Cc3ccc(F)cc3)CC2)s1	14	6	2	14	2	7	2	9	2	-0.3	-4
COc1nc(/C=C/N(C)C)c([N+](=O)[O-])c(OC)n1	9	-1	11	20	0	19	1	-39	2	-0.5	-12
Clc1ccc(CSc2nnc(CNc3cccc(Cl)c3)o2)cc1	-8	6	11	10	12	-104	-1	-37	-3	-0.1	-9
O=C(CNCc1ccccn1)Nc1cc(S(=O)(=O)N2CCCCC2)ccc1Cl	5	-9	-6	20	14	13	-2	-20	3	-0.4	-61
Cc1csc(NC(=O)CS(=O)(=O)c2ccccc2)n1	-2	-21	-3	-51	16	-63	-1	-15	5	-0.5	-10
CCOC(=O)c1c(NC(=O)CSc2cn(CC)c3ccccc23)sc2c1CCC2	-7	-5	x	8	12	8	-1	-47	-4	1.3	18
O=C(NCc1cccnc1)c1ccccc1CCc1ccccc1	-8	-9	0	14	0	12	-1	27	1	-0.8	-5
Cn1cnc(S(=O)(=O)N2CCCCC2c2cc(C(=O)NCc3ccc(F)cc3)no2)c1 (stereo not given)	10	7	x	-7	9	-5	x	1	x	-0.2	-2
Cc1cccc(/N=C/c2c(C)[nH]n(-c3ccccc3)c2=O)n1	3	7	6	-11	-8	15	7	-33	-10	1.1	-13
COc1ccc(/C=C/C(=O)Nc2c(C)nn(C)c2C)cc1COc1ccc(Cl)cc1Br	12	9	-6	-18	16	-1	-5	-27	5	5.8	41
CCOC(=O)C1(CCC(C)C)CC(CSc2nc3ccccc3[nH]2)OC1=O (stereo not given)	10	12	15	-13	-9	4	0	19	-3	0.4	27
COc1ccc(N2C(=O)c3cccc4cccc(c34)C2=O)cc1	13	-2	3	12	-14	-2	4	-4	14	-0.5	-7
CC1=C(C(=O)Nc2ccccc2C(=O)NCc2ccccc2)SCCO1	-1	-21	-5	7	4	6	1	-2	4	-0.4	-11
CCOC(=O)c1cnc(SC)nc1Sc1ccccc1	-2	-19	3	9	13	-1	0	-6	-7	5.2	-1
CCN(CC)CCNC(=O)c1ccc(NC(=O)C2CC(=O)N(c3ccc4c(c3)OCCO4)C2)cc1 (stereo not given)	-3	-4	2	-2	-15	-12	4	-20	6	0.6	-5
COc1ccccc1S(=O)(=O)Cc1ccc(C(=O)N2CCCC2)o1	-3	0	-4	1	2	-7	2	-14	-4	1.4	-10
Cc1ccc2nc(-c3cccc(Br)c3)cc(C(=O)Nn3cnnc3)c2c1	14	49	-28	-94	-24	-15	2	-30	-8	-0.8	-16
Cc1[nH]n(-c2ccccc2)c(=O)c1/C=N/NC(=O)COc1ccccc1[N+](=O)[O-]	2	45	20	4	2	4	-3	-25	23	-2.2	-12
Cc1ccc(-c2nc(-c3cccnc3)sc2CC(=O)Nc2ccc(C)c(Cl)c2)cc1	-26	19	0	-23	26	0	1	0	18	-1.9	6
O=C(COc1cccc(Cl)c1)NNC(=S)Nc1ccccc1	12	-3	-8	16	-6	4	-3	-13	3	-1.1	-16
O=C(NC1CC2CCCC(C1)N2Cc1ccccc1)C1CCCCC1 (stereo not given)	12	1	0	9	6	2	-4	3	1	-2.4	21

# Part of the list above, with each value named.
Compound: COc1ccc(/C=C/C(=O)Nc2c(C)nn(C)c2C)cc1COc1ccc(Cl)cc1Br
  KKLEB tox = 12 | TRAIL sens C8 = 9 | MITF TRPM1 inh = -6 | HIF-2a block = -18 | CF NFkB inh = 16 | Peg3 promoter = -1 | NR2E3 ag-1 = -5 | NR2E3 ag-2 = -27 | LMP1 NFkB inh = 5 | iPSC survival up = 5.8 | Shn3 inh set2 = 41

Compound: Cn1cnc(S(=O)(=O)N2CCCCC2c2cc(C(=O)NCc3ccc(F)cc3)no2)c1 (stereo not given)
  KKLEB tox = 10 | TRAIL sens C8 = 7 | MITF TRPM1 inh = x | HIF-2a block = -7 | CF NFkB inh = 9 | Peg3 promoter = -5 | NR2E3 ag-1 = x | NR2E3 ag-2 = 1 | LMP1 NFkB inh = x | iPSC survival up = -0.2 | Shn3 inh set2 = -2

# (continued)
compound	KKLEB tox	TRAIL sens C8	MITF TRPM1 inh	HIF-2a block	CF NFkB inh	Peg3 promoter	NR2E3 ag-1	NR2E3 ag-2	LMP1 NFkB inh	iPSC survival up	Shn3 inh set2
CCOC(=O)C1=NN2C(O)C3(C)CC(C(=O)OCC)=NN3C(O)C2(C)C1 (stereo not given)	10	3	x	20	-32	3	x	5	-6	-2.0	-29
Cc1ccccc1-n1nc(C)c2cc(C(=O)N3CCN(S(=O)(=O)c4ccccc4)CC3)sc21	11	6	6	3	-10	3	x	5	2	-2.2	4
S=C(Nc1cccc(Cl)c1)Nc1cccc2cnccc12	-2	1	8	-39	2	-22	0	15	2	0.0	22
Cc1ccccc1S(=O)(=O)NC(=O)C1(C)CCN1C(=O)C1(c2ccc(Cl)cc2)CCC1 (stereo not given)	4	-6	x	17	-6	11	x	-2	x	0.0	-1
Cn1c(=O)c2c(ncn2CC(=O)Nc2nccs2)n(C)c1=O	12	-5	-2	13	6	3	3	-4	1	-0.1	-8
Cc1nnc(-c2ccc(N3CCOCC3)c([N+](=O)[O-])c2)o1	-24	3	-4	-53	4	-63	2	-23	2	-0.5	-8
C[N+](C)(C)CC(=O)N/N=C/c1c2ccccc2cc2ccccc12	7	-5	-9	-19	-21	-10	-10	-4	-1	-0.6	-3
CN(CC(=O)O/N=C(\N)c1ccc([N+](=O)[O-])cc1)S(=O)(=O)c1ccc2ccccc2c1	-9	1	1	9	10	17	-1	2	8	-1.2	1
CCOC(=O)Cn1c(=O)c2c(nc3n2CCCN3Cc2ccccc2)n(C)c1=O	-9	-8	3	9	9	7	2	-7	6	-0.4	-24
NC(=O)CSc1nnc(CNc2cccc(Cl)c2)n1CCc1ccccc1	3	-10	4	19	-9	11	2	-5	3	-4.1	24
Cc1cc(C)c(C)c(S(=O)(=O)N[C@@H](C)C(=O)OCC(=O)NC2CCCC(C)C2C)c1C (stereo not given in full)	4	-4	-17	12	-3	7	x	-19	5	0.7	8
O=S(=O)(NCc1cc(-c2ccc(Cl)cc2)no1)c1ccc(Cl)cc1	-1	-12	4	16	-18	5	0	28	9	0.9	-5
COc1ccc(Cl)cc1NC(=O)CN(C)C(=O)c1sccc1-c1ccccc1	-2	4	19	7	16	24	3	11	-2	3.1	10
S=c1[nH]nc(COc2ccccc2)n1/N=C/c1ccco1	4	-5	-2	12	-8	9	-1	-27	5	0.7	-1
CC(c1nccs1)N(C)C(=O)CCc1nnc(-c2ccc(-c3ccccc3)cc2)o1 (stereo not given)	-8	13	0	10	-5	-72	1	-23	14	-0.5	4
CCCCC(=O)Nc1ccc(C(=O)NNC(=O)c2ccccc2Br)cc1	17	-24	0	-22	-7	13	-1	2	-6	4.2	-7
Cc1ccc(S(=O)(=O)N[C@@H](C)C(=O)OCC(=O)N2c3ccccc3NC(=O)C2(C)C)cc1	-13	-12	-7	4	10	6	0	21	6	-0.4	-2
CC12c3ccccc3C(c3ccccc31)C1C(=O)N(Cc3cccnc3)C(=O)C12 (stereo not given)	-5	-17	3	9	-6	18	2	-8	2	0.5	-4
COc1ccccc1CNC(=O)C1CC(c2ccc([N+](=O)[O-])cc2)=NO1 (stereo not given)	-7	-1	-22	-95	3	-86	-2	-22	2	-1.7	-31
CC(=O)c1ccc(C(=O)N2CCCC(CCC(=O)N(C)CCc3ccccn3)C2)s1 (stereo not given)	-5	-4	7	5	9	19	-6	-5	3	-1.1	-7
COc1ccc(OC)c(NC(=O)c2ccc3c(=O)n(CCc4ccccc4)c(=S)[nH]c3c2)c1	-39	27	30	3	42	13	0	-40	1	-1.4	0
COc1cc(CNCCN(C)C)c(Br)cc1OCC(=O)NCc1ccccc1	-1	6	8	4	3	3	3	12	-1	0.9	0
COc1ccc(CNC(=S)Nc2ccc(OC)cc2)cc1	8	-2	-7	-11	-20	-10	2	-42	-7	0.1	-12
Cc1cn([C@H]2C[C@H](O)[C@@H](/C=C/C(=O)NCCc3cccnc3)O2)c(=O)[nH]c1=O	-15	-23	x	12	-9	1	x	6	x	-3.1	-17
CCC(=O)NCCc1nc2cc(NC(=O)c3ccccc3OC)ccc2n1C	0	19	-45	-182	10	-103	0	-5	0	-1.8	-24
CC[C@@](C)(NS(=O)(=O)OCC(Cl)(Cl)Cl)c1ccccc1	-9	15	-23	12	-12	6	3	12	-5	-2.1	13
O=S(=O)(NCc1ccccc1)c1ccc(S(=O)(=O)N(Cc2ccccn2)C2CCCC2)cc1	-27	-10	-6	0	26	26	2	-28	11	-0.1	47
COc1cccc(-c2nnc(SCC(=O)Nc3ccc(S(N)(=O)=O)cc3)n2C)c1	2	-8	-5	5	4	5	1	5	-5	-3.3	-5
CCCCN(C=O)c1c(CC)nc2c(OCC(=O)N3CCOCC3)cccn12	-10	-2	x	8	-5	-1	x	-6	x	-0.2	-20
O=C(c1ccco1)N1CCN=C1SCc1ccc(F)cc1	5	-12	-10	-22	6	-20	2	-14	7	2.7	-3
CCOc1ccccc1OCC(=O)Nc1ccc(Cl)cc1Cl	5	3	-7	7	4	7	2	-1	2	-0.3	-2
Cc1c(NC(=O)c2cc(-c3ccc(F)cc3)on2)c(=O)n(-c2ccccc2)n1C	1	18	-4	14	6	22	0	1	-3	1.1	18
CCN(CC1CCCO1)C(=O)c1cc(COc2ccccc2SC)on1 (stereo not given)	17	-4	-28	-142	-4	-111	1	-70	-7	0.1	-16

# The list is partial. The share of hits here may be higher or lower than overall.
